# CDK5 inh: CDK5/p35 (human) kinase inhibition | Q00535+Q15078 | Recombinant CDK5/p35, ADP-Glo luminescence, 60 min | inhibition, % at 10 µM | 330,000 compounds, 0.01% hits | AID 488839;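 active means highest replicate inhibition of at least 50% and at least 75% of replicates reaching 50%; inconclusive means only one of the two criteria met; inactive means both criteria failed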;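 further: plate controls were DMSO neutral control for no effect and GW8510 at 10 µM for full effect; many of its hits are not listed in these tables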
# Target sequence (Q00535 whole entry, looked up): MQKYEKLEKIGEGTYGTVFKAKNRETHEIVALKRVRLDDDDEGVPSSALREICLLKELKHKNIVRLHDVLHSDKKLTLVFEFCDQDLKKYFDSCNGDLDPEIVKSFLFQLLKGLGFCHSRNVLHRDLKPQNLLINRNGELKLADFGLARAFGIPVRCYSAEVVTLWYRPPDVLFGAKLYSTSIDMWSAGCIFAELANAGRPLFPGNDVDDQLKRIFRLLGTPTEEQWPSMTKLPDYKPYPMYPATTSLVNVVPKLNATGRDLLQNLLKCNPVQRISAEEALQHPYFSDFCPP
# Target sequence (Q15078 whole entry, looked up): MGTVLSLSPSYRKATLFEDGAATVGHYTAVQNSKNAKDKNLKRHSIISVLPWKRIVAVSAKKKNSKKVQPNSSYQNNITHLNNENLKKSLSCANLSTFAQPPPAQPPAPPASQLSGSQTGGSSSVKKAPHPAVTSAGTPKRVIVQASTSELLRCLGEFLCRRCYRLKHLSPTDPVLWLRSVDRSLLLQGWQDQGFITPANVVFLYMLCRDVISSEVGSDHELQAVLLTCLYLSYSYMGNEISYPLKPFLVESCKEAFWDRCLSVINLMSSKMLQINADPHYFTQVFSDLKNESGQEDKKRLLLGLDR
# Wnt bcat act: activates Wnt/beta-catenin signaling in a reporter cell assay; activator, plate reader; activation, % at 9.35 µM; 300,000 compounds, 1.2% hits; in the data active means activation above about 30%, passing the limit was not always enough; inconclusive means no clear call, values can overlap the other calls;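 further: 0% = neutral control wells and 100% = positive control wells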
# Tat export inh: E. coli Tat transport inhibition; 340,000 compounds, 0.036% hits; E. coli MC4100 TorA-mCherry Tat export, fluorescence; inhibition, % at 10 µM;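 active means mean replicate inhibition at least 50% and at least half of replicates individually reaching 50%; inconclusive means only one of the two criteria met; inactive means neither criterion met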;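 further: exported cargo escapes ClpAP degradation while cytoplasmic cargo is degraded and loses fluorescence; 0% = median of neutral control wells and 100% = median of NaSCN control wells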
# V-ATPase pHluor: regulators of yeast V-ATPase proton transport; S. cerevisiae, pHLuorin cytosolic pH fluorescence; response, % at 10 µM; 350,000 compounds, 0.37% hits; AID 504577; in the data active means response mostly above about 7.3%, no sharp cut-off; inactive means mostly below about 5.4%; further: actives read high; inactives centre near 0; some compounds called inactive have numbers as strong as hits
# dFosB act: enhances mouse delta FosB homodimer DNA binding; 340,000 compounds, 0.99% hits; activation, % at 25 µM; purified delta FosB, TAMRA-CDK5 oligo fluorescence polarization; percent of positive-control signal above neutral wells;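 active means mean activation above about 17%, with every replicate also reaching it, limit read from the data, passing the limit was not always enough; inconclusive means only one of the two conditions met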;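 further: fluorescence polarization rise as delta FosB binds a TAMRA Cdk5 AP-1 oligo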
# Target sequence (P13346 whole entry, looked up): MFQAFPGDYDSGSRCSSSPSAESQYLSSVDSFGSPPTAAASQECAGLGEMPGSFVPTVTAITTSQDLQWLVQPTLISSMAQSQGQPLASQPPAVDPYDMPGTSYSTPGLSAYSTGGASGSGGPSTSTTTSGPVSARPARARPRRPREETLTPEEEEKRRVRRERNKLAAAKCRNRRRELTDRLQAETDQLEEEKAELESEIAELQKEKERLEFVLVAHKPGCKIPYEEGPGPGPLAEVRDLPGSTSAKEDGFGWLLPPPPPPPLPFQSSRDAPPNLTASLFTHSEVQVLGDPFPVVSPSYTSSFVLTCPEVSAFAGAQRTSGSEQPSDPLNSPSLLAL
# MITF act: MITF TRPM1 promoter activation in melanoma cells; SK-MEL-5 TRPM1-promoter luciferase, 24 h; % of positive control, neutral wells = 0; 300,000 compounds, 0.75% hits; activation, % at 12.5 µM; AID 588334;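 active means mean activation of at least 80% with every replicate also reaching 80%; inconclusive means mean reaches 80% but some replicate falls short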;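 further: 0% = neutral control wells and 100% = parthenolide positive control wells; values of inactives mirror those of a sister screen read the other way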
# Rtt109 HAT inh: blocks Candida albicans Rtt109/Vps75 acetyltransferase activity; 330,000 compounds, 0.16% hits; inhibition, % at 34.9 µM; AID 540336; purified Rtt109/Vps75, ThioGlo CoA-SH fluorescence, 4 h;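 active means inhibition of at least 50% in every replicate; inconclusive means best replicate reaches 50% inhibition but some replicates fall short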
# CAL PDZ FP-1: blocks peptide binding to human CAL PDZ domain. Q9HD26. purified CAL PDZ, TMR-peptide fluorescence polarization, 1 h. 330,000 compounds, 0.02% hits. inhibition, % at 20 µM. AID 504414;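 active means highest replicate inhibition of at least 40%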;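 further: plate controls were DMSO neutral control wells for no effect and unlabeled competitor peptide control wells for full effect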
#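 Read-out basis: mP drop reported as inhibition | Assay system: Tagged CAL PDZ protein CerCALP, purified | Benchmarks: Unlabelled peptide for full inhibition, DMSO wells as neutral | Schedule: 1 h incubation at room temperature before polarization reading | Buffer or medium: Sodium phosphate/NaCl buffer pH 7.4 with TCEP, IgG, Thesit | Doses: Single point, 20 µM | Measured by: Fluorescence polarization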
# CAL PDZ FP-2: blocks peptide binding to the human CAL PDZ domain | 300,000 compounds, 0.92% hits | inhibition, % at 24.9 µM | Q9HD26 | purified CAL PDZ, TMR-peptide fluorescence polarization, 1 h | AID 602252;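 active means mean inhibition of at least 30% with at least half of replicates also reaching 30%; inconclusive means no clear call, values can overlap the other calls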;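 further: 0% = DMSO neutral control and 100% = excess unlabeled competitor peptide PRC23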
# RTF Ca sens act: increases calcium sensitivity of human cardiac regulated thin filaments; IANBD-labeled TnC RTF fluorescence at EC20 calcium; 0% EC20 calcium, 100% full calcium; activation, % at 7.2 µM; 340,000 compounds, 0.24% hits;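 active means activation above the mean over all tested compounds plus 3 SD, cut at about 30% in these data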;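 further: rise in fluorescence read as greater calcium sensitivity of cardiac thin filaments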
# The depositor's hits bear a star; ? = inconclusive; nt = not tested or not shown. Hits appear at their usual frequency; overall some 4.1% were active at least once.
Wnt bcat act	CAL PDZ FP-1	V-ATPase pHluor	MITF act	dFosB act	Rtt109 HAT inh	RTF Ca sens act	Tat export inh	CAL PDZ FP-2	CDK5 inh	Molecule
nt	nt	0	7	9	-2	2	2	-4	0.0	COC(=O)c1nn(-c2ccccc2)c(Sc2ccc(OC)cc2)c1/C=N/O
nt	-0.3	1	-12	-5	-7	3	-6	-5	0.4	Cc1cc(O)c(C=Nc2ccc(Cl)cn2)c(=O)o1
nt	0.0	1	5	10	10	4	-1	0	4.6	Cc1cccc(NC(=O)CSc2nnc(CCC(=O)Nc3ccc(C)c(Cl)c3)n2C)c1
nt	-1.0	2	nt	5	2	-2	4	-2	-1.2	COc1ccc(-c2c(-c3cc(OC)c(OC)c(OC)c3)noc2C)cn1
1	-2.0	-4	-1	-2	19	1	-3	-1	0.2	CC(C)c1ccc(NC(=O)COC(=O)c2c[nH]c(=O)[nH]c2=O)cc1
nt	nt	0	3	0	-13	0	3	-1	0.2	CS(=O)(=O)Nc1ccc(S(=O)(=O)Nc2nccs2)cc1
-1	-1.4	1	66	-20	-4	0	-9	-3	2.8	COc1ccc(C(=O)COC(=O)c2cccnc2Cl)c(OC)c1
-4	-0.4	-1	3	-2	9	-1	-8	nt	0.5	CN1CCN(/C=N/c2c(C#N)cnn2Cc2ccccc2)CC1
0	0.0	1	1	-4	2	5	-2	5	-0.7	Cc1ccc(S(=O)(=O)N(CC#N)CC#N)cc1
3	-2.3	0	1	-7	13	0	3	1	-0.4	O=C(CSc1nnc(-c2ccncc2)n1-c1ccc(Cl)cc1)N1CCOCC1
-8	-2.7	0	51	2	2	4	-6	-3	0.2	Oc1oc(-c2ccccc2Br)nc1/C=N/c1ccccn1
-2	0.0	-3	-11	-2	6	-1	-2	11	-0.3	COc1ccc(NC(=O)CSc2nc(O)cc(=O)n2-c2ccccc2)cc1
-2	-0.1	-2	nt	-4	1	2	4	2	-2.8	O=C(CN1CCc2ccccc21)NC(=O)NCc1ccco1
-9	-4.5	1	-9	-16	9	6	7	-6	-1.1	O=C(NC1CCCCCC1)c1c2c(nc3ccccc13)CCN(Cc1ccccc1)C2
14	0.7	-2	nt	-2	-5	13	-3	nt	4.1	Cc1[nH]c(=S)c(C#N)c(C)c1Cc1ccc(Cl)cc1Cl
-1	-1.1	0	4	-6	0	5	-3	-4	-0.2	CCOC(=O)CSCC(=O)N1N=C(c2cccs2)CC1c1ccc(F)cc1 (stereo unspecified)
-2	-0.2	-2	2	-5	2	-4	-2	-2	0.7	CCOC(=O)c1cc(N)cc([N+](=O)[O-])c1
0	0.3	2	-4	-1	-8	1	7	-4	-0.7	O=c1cc(-c2ccccc2)nc(Cc2c(Cl)cccc2Cl)[nH]1
-4	-2.5	0	2	4	10	3	3	-2	-0.1	CN(C)C(=O)C(=O)c1cccn1-c1cccc(Cl)c1C#N
-1	-0.2	-2	-3	-5	0	1	-8	4	-0.2	COc1ccc(N(C(=O)CNC(=O)c2ccco2)C(C(=O)NCC2CCCO2)c2ccccc2)c(OC)c1 (stereo unspecified)
7	0.2	0	-4	1	-3	2	-3	-4	-1.0	CC(=O)Nc1cc2ccccc2oc1=O
0	0.7	-3	15	-4	-4	-5	2	-2	0.9	CCO[C@H]1OC(C(N)=O)=C[C@@H](C2CCCCC2)[C@@H]1CCCO
-3	-1.6	-2	nt	-6	-3	-1	-2	-4	0.2	O=C(Nc1cccc(Cl)c1)N1CCN(c2ncccn2)CC1
1	-2.1	-2	4	0	-3	-6	5	-4	0.0	Cc1ccc(S(=O)(=O)NC(Cc2ccccc2)C(=O)O)cc1 (stereo unspecified)
-14	-0.9	-2	-16	-6	7	-1	1	0	-0.4	COc1cccc(C(C(=O)NC(C)(C)C)N(Cc2ccc(C)cc2)C(=O)CCC(=O)Nc2cc(C)on2)c1OC (stereo unspecified)
nt	-1.5	6	-19	-5	-3	0	-7	-1	0.3	CCCOc1ccc(CC(=O)NCC2(c3ccccc3)CCOCC2)cc1OC
nt	-1.2	7	-6	-7	3	2	20	-2	-0.4	NC(=S)c1cc2ccc(O)cc2oc1=O
-3	1.0	-1	9	-17	9	-1	13	-1	0.6	O=C1OC(c2ccccc2)(c2cc(Br)ccc2O)c2ccccc21 (stereo unspecified)
nt	-1.1	1	0	-1	4	5	-2	-1	4.9	O=C(CN(c1ccccc1)S(=O)(=O)c1ccccc1)N1CCN(Cc2ccc3c(c2)OCO3)CC1
0	0.0	4	nt	-9	11	8	-24	nt	-0.1	COCCCNC(=O)CS(=O)Cc1nc(-c2ccccc2C)oc1C (stereo unspecified)
-1	0.1	-2	1	4	-4	-6	0	5	-0.2	COc1ccccc1CNC(=O)CCNC(=O)N1CC(=O)Nc2ccccc21
-3	0.2	-5	-4	6	7	-3	-6	-2	0.2	CC(Oc1ccccc1F)c1nnc(SCC(=O)Nc2ccc(N3CCOCC3)cc2)o1 (stereo unspecified)
-3	-1.2	-4	4	8	7	4	-12	-26	-0.1	Cc1cc(NC(=O)C2CCCCC2)ccc1NC(=O)c1ccccc1Cl
-2	-0.2	-1	-2	1	-10	-4	-8	-5	1.4	CCO[C@@H]1OC(C(=O)O)=C[C@H](c2ccccc2)[C@H]1CCCO
nt	-0.7	-6	14	-6	9	-4	-1	1	-1.0	Cc1sc(NC(=O)C2CCCCC2C(=O)O)c(C(N)=O)c1C (stereo unspecified)
1	-1.0	-2	-6	-4	-1	2	-10	-9	0.9	CN(Cc1cnccn1)Cc1nc(Cc2cccc(F)c2)no1
-4	0.1	2	nt	1	13	3	-2	1	-0.2	CC(C)OC(=O)CCc1nc2ccccc2[nH]c1=O
-26	-1.6	-2	-9	-4	-2	4	-6	-6	nt	COC(=O)c1cn(NC(=O)Cc2ccc(Cl)c(Cl)c2)c(=O)c2ccccc12
nt	0.0	1	36	8	-8	0	-1	-1	1.1	COc1ccc(CNc2nc(-c3ccccc3)nn2C(=O)c2ccc([N+](=O)[O-])cc2)cc1
-2	0.5	0	-2	-1	-2	-1	-6	-1	1.2	COc1ccc(N2C(=O)C3CCCCC3C2=O)cc1NC(=O)c1ccccc1 (stereo unspecified)
nt	-2.2	1	-3	-2	11	70*	10	-2	-2.1	CCOC(=O)CN1C(=O)S/C(=C/c2ccc(N3CCCCC3)o2)C1=O
-5	-1.4	-3	-1	12	0	2	3	0	-4.3	Cn1c(N)c(C(=O)CSc2n[nH]c(-c3ccccc3)n2)c(=O)n(C)c1=O
-7	-0.8	2	3	-7	-5	-3	15	-3	-3.9	Cc1ccc(OCC(=O)Nc2ccc(C)c(S(=O)(=O)N3CCCCC3)c2)c([N+](=O)[O-])n1
-3	-2.3	-1	53	-20	-3	-6	4	nt	0.1	C=CCN(C(=O)Cc1cccs1)c1nc(-c2ccc(S(C)(=O)=O)cc2)cs1
-13	-1.6	2	-92	4	-4	8	-3	-4	1.0	COc1cc(OC)nc(-n2ncc(Br)c(Br)c2=O)n1
-12	-2.2	-2	-81	-21	-1	2	-6	nt	1.0	COc1cc(CNC2CCCC2)cc(Cl)c1OCc1ccccc1Cl
-2	0.4	-3	16	-4	nt	0	9	-7	0.6	CCN1CCN(CCCOc2ccccc2-c2ccccc2)CC1
1	0.4	-7	0	2	6	-7	-6	1	-0.1	CC(C)(C)NC(=O)COc1ccc(CNn2nnnc2N)cc1
-1	-0.8	-4	-2	-6	3	-8	-4	0	-2.2	NS(=O)(=O)c1ccc(N/N=C2/CCCCC2C2CCCCC2)c([N+](=O)[O-])c1 (stereo unspecified)
42*	-1.9	1	31	1	-10	6	-4	nt	-0.7	Cc1sc(NC(=O)c2ccc(Cl)s2)c(C(N)=O)c1C
nt	nt	4	nt	7	-7	4	-6	-5	0.1	CC(=O)NC1CC2CCCC(C1)N2CC(=O)NCc1ccc(F)cc1 (stereo unspecified)
-8	-2.8	1	20	-3	8	-2	1	-1	1.1	NC(=O)NC(Cc1ccccc1)C(=O)NCCCSc1ccccc1 (stereo unspecified)
nt	-0.3	5	nt	-1	1	1	-1	-6	0.0	CCCCNC(=O)CN(C1CCCCC1)S(C)(=O)=O
-2	-1.9	-1	5	-4	-4	-4	-5	-2	0.9	O=C(CCNC(=O)c1ccc(Br)cc1)NCc1ccccn1
1	-1.9	-2	11	4	-6	5	5	0	1.7	Cc1nnc(SCc2nc3scc(-c4ccccc4)c3c(=O)[nH]2)s1
nt	-0.4	nt	-4	-9	-2	2	11	-3	0.1	S=P(c1ccc(N2CCOCC2)cc1N1CCOCC1)(N1CCOCC1)N1CCOCC1
6	0.7	-1	27	-9	2	-2	13	-1	1.7	CN(C)/C=C(\C#N)c1nc2ccccc2[nH]1
1	-0.7	-1	-7	-1	0	0	-5	nt	-2.0	CCn1c(C)nnc1SCC(=O)Nc1ccc(N2CCOCC2)cc1
nt	1.0	-1	-1	-3	-2	6	0	0	-0.1	CC(C)N1CCC(N2CCN(Cc3cc4c(cc3Cl)OCO4)CC2CCO)CC1 (stereo unspecified)
3	-3.0	-2	-7	-8	nt	2	1	-2	1.2	CC(C)NC(=O)C1CCN(C2CCN(CC3CC=CCC3)CC2)CC1 (stereo unspecified)

# Next records:
Wnt bcat act	CAL PDZ FP-1	V-ATPase pHluor	MITF act	dFosB act	Rtt109 HAT inh	RTF Ca sens act	Tat export inh	CAL PDZ FP-2	CDK5 inh	Molecule
-2	-2.9	1	-16	-9	0	-2	0	nt	-0.9	CCCc1cc(C(N)=O)c(NC(=O)c2ccoc2C)s1
0	0.4	-5	nt	-18	-2	-2	2	1	-2.5	CCn1c(=O)cc(OCC(=O)NCc2ccc(C)o2)c2ccccc21
2	-2.5	-10	-64	-15	?	3	14	2	0.6	CCOC(=O)c1c(-c2ccccc2)oc2ccc(OCC(O)CNCCN(C)C)cc12 (stereo unspecified)
nt	-1.8	2	-13	-2	8	3	1	-1	2.7	CCC1(NC(C)=O)CC2CC1CC2NC(C)=O (stereo unspecified)
-3	-1.3	1	-10	-5	-2	7	19	1	-4.0	COc1ccccc1CC(=O)NC1CCCc2ccccc21 (stereo unspecified)
-1	0.6	-2	nt	-3	-7	-3	-4	-1	-0.9	O=c1ccc(-c2ccccc2)nn1Cc1ccccc1
-1	-1.2	1	-15	11	-5	-1	2	-2	-2.9	CC(C)Cc1nnc(N)s1
-9	-1.9	-3	-41	-6	?	-2	?	-3	0.2	Cc1cccc(CS(=O)(=O)c2ncc(Cl)c(C(=O)Nc3ccc(F)cc3)n2)c1
nt	-0.7	-4	-8	-7	-2	-1	-1	0	-0.6	Cc1cc(C)n(-c2nc3c(c(=O)[nH]c(=O)n3C)n2CCc2ccccc2)n1
